Screening data as filed in PubChem.
CHT block = inhibitors of human choline transporter CHT. High affinity choline transporter 1 (Homo sapiens), Q9GZV3. CHT-expressing cells, membrane potential dye, choline response; active compounds read low. B-score at 10 µM. 310,000 compounds, 0.86% hits;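 active = B-score over 3 SD under the library average, and starting fluorescence ratio not unusually high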;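 also: choline stimulus applied at its EC90 after an EC20 pre-addition; B-score computed on integrated fluorescence ratio after choline addition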
Target sequence (Q9GZV3 whole entry, looked up): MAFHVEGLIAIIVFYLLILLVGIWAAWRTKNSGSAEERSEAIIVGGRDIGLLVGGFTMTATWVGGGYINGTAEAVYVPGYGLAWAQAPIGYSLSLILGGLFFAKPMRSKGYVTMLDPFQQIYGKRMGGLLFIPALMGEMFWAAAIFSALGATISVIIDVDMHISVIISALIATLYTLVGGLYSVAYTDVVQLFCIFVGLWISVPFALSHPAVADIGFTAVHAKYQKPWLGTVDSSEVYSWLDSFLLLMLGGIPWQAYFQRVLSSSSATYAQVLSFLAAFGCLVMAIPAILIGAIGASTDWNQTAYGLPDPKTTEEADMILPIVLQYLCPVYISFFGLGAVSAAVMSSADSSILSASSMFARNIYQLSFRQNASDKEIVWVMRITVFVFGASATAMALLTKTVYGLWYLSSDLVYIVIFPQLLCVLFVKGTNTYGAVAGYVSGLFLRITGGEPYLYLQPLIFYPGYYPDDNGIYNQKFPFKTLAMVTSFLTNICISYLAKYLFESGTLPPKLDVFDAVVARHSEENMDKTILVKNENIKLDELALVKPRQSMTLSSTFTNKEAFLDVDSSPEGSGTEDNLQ
KCNQ2 inh = KCNQ2 potassium channel inhibitors, primary screen, cell-based, CHO-K1, FluxOR thallium flux, B-score (AID 2156). 20 min; active compounds read low. B-score at 10 µM. Potassium voltage-gated channel subfamily KQT member 2 (Rattus norvegicus), O88943. 310,000 compounds, 1.1% hits;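 active = fluorescence ratio B-score at most minus 3 library SDs, with starting brightness B-score within 2 library SDs, cut at about -5.5 in these data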
* hit, by the source's call; i = inactive; nt = not tested or not shown. An excerpt; count on the stated rates, not on these rows.

SMILES	CHT block	KCNQ2 inh
COc1ccc(CC2c3cc(OC)c(OC)cc3CCN2C)cc1O (stereo not given)	i	i
CC12CC[C@H]3[C@@H](CCC4(O)C[C@H](O)CCC34/C=N/NC(=O)c3ccccc3O)C1(O)CCC2C1=CC(=O)OC1 (stereo not given in full)	i	i
CN(C)CP(=O)(O)CN(C)C=O	i	i
CC1CCC2[C@@H](C)C(=O)OC3O[C@]4(C)CCC1C32OO4 (stereo not given in full)	i	i
O=C1/C(=C\c2ccc(Cl)c(Cl)c2)N2CCC1CC2	i	i
Nc1c(C(=O)OCC2CCCO2)c2nc3ccccc3nc2n1Cc1cccs1 (stereo not given)	i	i
Cn1c(O)c(C(=N)COc2ccccc2)c(=O)n(C)c1=O	i	i
Cc1ccc(N2C(=O)NC(=O)/C(=C\c3cc(C)n(-c4ccc(C(=O)O)cc4)c3C)C2=O)cc1	i	i
Cc1cc(NC(=O)COC(=O)c2c(C)nn(Cc3ccccc3)c2C)no1	i	i
O=c1[nH]c(=O)n(C2CCCCCC2)c(O)c1C=NC1CCN(Cc2ccccc2)CC1	i	i
O=C(Nc1cccc2ccccc12)N1CCC2(CC1)OCCO2	i	i
CN1CCN(/N=C/c2c(O)n(CCC3=CCCCC3)c(=S)[nH]c2=O)CC1	i	i
O=C(Cn1c(=O)n(CC2CS2)c2ccccc21)N1CCCCCC1 (stereo not given)	i	i
O=c1c2ccccc2nc(/C=C/c2ccc(O)c(O)c2)n1-c1ccccc1	i	i
O=C(Nc1ccc(C(F)(F)F)cc1)c1cccn(Cc2ccc3c(c2)OC(F)(F)O3)c1=O	i	i
CC12CN3CC(C)(CN(C1)C3c1cccs1)C2 (stereo not given)	i	i
Cc1ccc(-n2c(O)c(C=Nc3ccc(Br)cn3)c(=O)[nH]c2=O)cc1	i	i
Cc1cc(OCc2cc(C(=O)O)oc2C)c2c3c(c(=O)oc2c1)CCCC3	i	i
COC(=O)C1=CO[C@H](C)[C@H]2CN3CC[C@@]4(C(=O)Nc5ccccc54)[C@@H]3C[C@H]12	i	i
Nc1c(C(=O)NCc2ccco2)c2nc3ccccc3nc2n1Cc1ccc(F)cc1	i	i
CC(N)C(=O)c1ccco1 (stereo not given)	i	i
Cc1ccc(C2=CCNCC2)cc1	i	i
COc1ccccc1/C=C1\C(=O)NC(=S)N(c2ccccc2)C1=O	i	i
O=C(c1cccc(N2CCCC2=O)c1)N1CCC2(CC1)OCCO2	i	i
Clc1ccc(CSC(Cn2ccnc2)c2ccc(Cl)cc2Cl)cc1 (stereo not given)	i	i

Compound profiles (already shown):
Results for O=C(Nc1ccc(C(F)(F)F)cc1)c1cccn(Cc2ccc3c(c2)OC(F)(F)O3)c1=O : CHT block: i; KCNQ2 inh: i
Results for Clc1ccc(CSC(Cn2ccnc2)c2ccc(Cl)cc2Cl)cc1 (stereo not given) : CHT block: i; KCNQ2 inh: i

(cont.)
SMILES	CHT block	KCNQ2 inh
Cc1ccc(NC2=NCCCS2)c(C)c1C	i	i
Cc1cc([N+](=O)[O-])c(Cl)cc1NC(=O)C(C)C	i	i
Cc1ccc(-c2ccc(=O)n(CCC(=O)N3CCC4(CC3)OCCO4)n2)cc1	i	i
CC1CCCCN1C(=O)c1ccc(N2CC3CC(C2)c2cccc(=O)n2C3)c([N+](=O)[O-])c1 (stereo not given)	i	i
CCCCC(=O)N/N=C/c1c(O)n(CCc2ccccc2)c(=O)[nH]c1=O	i	i
Cc1ccc(N2C(=O)CC(=O)NC2=O)c(C)c1	i	i
C[C@]12CCC(=O)C=C1CC[C@@H]1C2[C@H](O)C[C@]2(C)C(=O)CCC12 (stereo not given in full)	i	i
Cc1nc2cc(C(=O)N3CCC4(CC3)OCCO4)ccc2n1-c1ccc(Br)cc1	i	nt
CC1(C)CC(=O)C(C=NCCN2CCN(C(=O)Cc3ccccc3)CC2)=C(O)C1	i	i
CCN1CCN(Cc2nc3ccc([N+](=O)[O-])cc3c(=O)n2-c2ccccc2F)CC1	i	i
CC(=NCCCO)c1c(O)n(Cc2ccccc2)c(=O)[nH]c1=O	i	i
CC1(c2ccccc2)NCCN2C(=O)CSC21 (stereo not given)	i	i
O=C(CCNC(=O)N1C[C@H]2C[C@@H](C1)c1cccc(=O)n1C2)Nc1ccc(F)cc1	i	i
O=S1(=O)CC2(N3CCOCC3)CCCCCCC21 (stereo not given)	i	i
O=C1NC(=O)N(c2ccccc2F)C(=O)/C1=C/c1cn(CC(=O)N2CCOCC2)c2ccccc12	i	i
CN1CC(C(=O)c2ccc(Cl)cc2)C(c2ccc(Cl)cc2Cl)C1 (stereo not given)	i	i
CCN(CC)C(=O)c1ccc(NC(=O)CSc2nnnn2-c2cc(OC)ccc2OC)cc1	i	i
CCCCn1c(O)c(C=NCCCN(CC)CC)c(=O)[nH]c1=O	i	i
CN1C(=O)/C(=C\c2ccc(N3CCCCCC3)cc2)C(=O)NC1=S	i	i
COc1ccc(Br)cc1CNCCc1cccc(Cl)c1	i	i
C(#CCN1CCOCC1)COCC#Cc1ccccc1	i	i
Cc1cc(C(=O)N2CCC3(CC2)OCCO3)cs1	i	i
CCOP(=O)(OCC)c1ccc(OP(=O)(c2cccc([N+](=O)[O-])c2)c2cccc([N+](=O)[O-])c2)cc1	i	i
CC1=NN(Cc2c[nH]c3ccccc23)C(C)(C)C1	i	i
O=C(C[n+]1ccn(CCCNP2(=O)C=C(c3ccccc3)OC(c3ccccc3)=C2)c1)c1ccccc1	i	i

Given as comma-separated lines: 7 of the compounds above.
canonical_smiles,CHT block,KCNQ2 inh
O=C(Cn1c(=O)n(CC2CS2)c2ccccc21)N1CCCCCC1 (stereo not given),i,i
O=c1c2ccccc2nc(/C=C/c2ccc(O)c(O)c2)n1-c1ccccc1,i,i
O=C(Nc1ccc(C(F)(F)F)cc1)c1cccn(Cc2ccc3c(c2)OC(F)(F)O3)c1=O,i,i
CC12CN3CC(C)(CN(C1)C3c1cccs1)C2 (stereo not given),i,i
Cc1ccc(-n2c(O)c(C=Nc3ccc(Br)cn3)c(=O)[nH]c2=O)cc1,i,i
Cc1cc(OCc2cc(C(=O)O)oc2C)c2c3c(c(=O)oc2c1)CCCC3,i,i
COC(=O)C1=CO[C@H](C)[C@H]2CN3CC[C@@]4(C(=O)Nc5ccccc54)[C@@H]3C[C@H]12,i,i

(listing goes on)
SMILES	CHT block	KCNQ2 inh
O=C1C(=O)c2ccccc2-c2ccccc21	i	i
O=P(NS(=O)(=O)c1ccc(Cl)cc1)(Oc1ccccc1)Oc1ccccc1	i	i
CC12CN3CC(C)(CN(C1)P3(=O)Oc1ccccc1)C2=O (stereo not given)	i	i
O=[N+]([O-])c1cc2c(cc1CNCCc1ccc3c(c1)OCO3)OCO2	i	i
Nc1cc(N2CCNCC2)ccc1[N+](=O)[O-]	i	i
COCCNC(=O)Cn1cc(/C=C2\C(=O)NC(=O)N(c3ccccc3F)C2=O)c2ccccc21	i	i
O=C(c1cccs1)C1CN2CCC1CC2 (stereo not given)	i	i
Cc1ccc(C)c(NP(=O)(Oc2ccccc2)Oc2ccccc2)c1	i	i
N#CCCn1cc(C(=O)Nc2ccc(F)cc2)c(-c2ccc([N+](=O)[O-])cc2)n1	i	i
Clc1ccc(COC(Cn2ccnc2)c2ccc(Cl)cc2Cl)c(Cl)c1 (stereo not given)	i	-7.31*
CC12CN3C(O)C(C)(C1)CC(C)(C2)C3O (stereo not given)	i	i
COC(=O)C(C)NC(=S)N1CC2C[C@@H](C1)Cn1c2cccc1=O (stereo not given in full)	i	i
Cc1cc(C)n2nc(C)[n+](C)c2n1	i	i
O=C(C[N+]12CCC(CC1)C(CO)C2)c1ccc(Br)cc1 (stereo not given)	i	i
C[C@]12CC[C@H](O)C[C@H]1CC[C@@H]1[C@@H]2CC[C@]2(C)[C@@H](C3=CC(=O)OC3)CC[C@]12O	i	nt
C=C(C)CSc1nnc([C@@H](N)Cc2c[nH]c3ccccc23)o1	i	i
CCOP(=O)(Cc1cc(C#N)oc1C)OCC	i	i
C[C@]12N[C@H](Cc3ccccc31)c1ccccc12	i	i
FC(F)(F)c1ccccc1CN1CCN(Cc2ccccc2)CC1	i	i
O=c1c2ccccc2nc(-c2ccco2)n1-c1ccccc1	i	i
O=c1[nH]c(=S)n(C2CC2)c(O)c1C=NCCc1ccccc1	i	i
O=C(Cn1ncc2c3ccccc3n(Cc3cccc(Cl)c3)c2c1=O)N1CCC2(CC1)OCCO2	i	i
COc1cc(OC)c(OC)cc1CN1CCN(C(=O)Cc2ccccc2)CC1	i	i
O=C(CCl)Nc1nccs1	i	i
COc1ccc2[nH]c(C)c(CCNCc3cc(OC)c(OC)c(OC)c3)c2c1	i	i
Remaining list, next part.
SMILES	CHT block	KCNQ2 inh
Cc1cccc(OP(N)(=O)Oc2cccc(C)c2)c1	i	i
COC(=O)C(=O)N1CC2(C)CNCC(C)(C1)C2=O	i	i
CCOc1cc2c(cc1OCC)-n1cccc1C(c1ccccc1O)NC2 (stereo not given)	i	i
COc1ccc(OCC(=O)N2CCN(CC3CC4C=CC3C4)CC2)cc1 (stereo not given)	i	i
C=CCn1c(O)c(C=Nc2ccc(F)cc2)c(=O)[nH]c1=O	i	i
O=C(c1ccc(F)cc1)C(Cc1ccccc1)N1CCCCC1 (stereo not given)	i	i
c1ccc(CN2CCNCC2)nc1	i	i
Cc1ccc(NS(=O)(=O)c2ccc(OCC(=O)N3CCN(C)CC3)cc2)cc1	i	i
C=Cn1ccnc1P(O)(=S)c1nc(C)c(CCOC(C)=O)s1 (stereo not given)	i	i
CCc1ccc(NP(=O)(Oc2ccccc2F)Oc2ccccc2F)cc1	i	i
CC12CCC3C(CCC4C/C(=N/O)CCC43C)C1CCC2O (stereo not given)	i	i
CN[C@H](C)[C@H](O)c1ccccc1	i	i
O=C(NCC(c1cccnc1)N1CCOCC1)Oc1ccccc1 (stereo not given)	i	i
CCCCCn1c(=O)c(C(=O)Nc2ccccc2Cl)c(O)c2ccccc21	i	i
NCCc1c[nH]c2ccc(C(N)=O)cc12	i	nt
CC(=O)Nc1nnc(CCN(CCc2nnc(NC(C)=O)s2)[N+](=O)[O-])s1	i	i
O=C(O)c1ccc(/C=C/c2nc3ccccc3c(=O)n2-c2ccc(Br)cc2)cc1	i	i
CC1=NCCc2c1[nH]c1ccccc21	-7.79*	i
Cc1c(-c2cccc(Cl)c2)nc2ccccc2c1C(=O)N1CCC2(CC1)OCCO2	i	i
CCOC(=O)C(O)(c1ccc(N(CC)C(=O)OC)cc1)C(F)(F)F (stereo not given)	i	i
CCC/C=C(\CCC)C(NP(=O)(c1ccccc1)c1ccccc1)c1ccccc1 (stereo not given)	i	i
O=C(c1cnn2c(C(F)(F)F)cc(-c3ccccc3)nc12)N1CCC2(CC1)OCCO2	i	i
O=C(c1ccc(CNS(=O)(=O)c2ccccc2)cc1)N1CCC2(CC1)OCCO2	i	nt
COCCN1C(=O)NC(=O)/C(=C\c2ccc(Br)cc2)C1=O	i	i
CCN(CC)C(=O)c1ccc(N(Cc2ccccc2)S(C)(=O)=O)cc1	i	i

Given with values under each structure: part of the list above.
Order of values: CHT block	KCNQ2 inh
CCN(CC)C(=O)c1ccc(N(Cc2ccccc2)S(C)(=O)=O)cc1
  i	i
O=C(NCC(c1cccnc1)N1CCOCC1)Oc1ccccc1 (stereo not given)
  i	i

Quoted from the listing, 2 compounds:
SMILES	CHT block	KCNQ2 inh
Cc1cccc(OP(N)(=O)Oc2cccc(C)c2)c1	i	i
COC(=O)C(=O)N1CC2(C)CNCC(C)(C1)C2=O	i	i

Next section.
SMILES	CHT block	KCNQ2 inh
O=C(O)CCn1cc(C=C2C(=O)NC(=S)NC2=O)c(-c2cc3ccccc3oc2=O)n1	nt	i
CC(Cc1cccs1)NCc1ccccc1 (stereo not given)	i	i
CCCCCCN1CCN(c2ccc(Cl)cc2)CC1	i	i
NC(=O)CSP(=O)(c1ccccc1)c1ccccc1	i	nt
CN(C)C(=O)Oc1ccc(C(=O)c2ccccc2)cc1	i	i
COC(=O)C1=C(c2cc3ccccc3o2)C[C@@H]2CC[C@H]1N2C(=O)NCCO	i	i
COc1cc(N2CCOCC2)ccc1/C=C1\C(=O)NC(=O)N(C2CCCCC2)C1=O	i	i
CSc1ccc(C(=O)C2CCCN(Cc3cccnc3)C2)cc1 (stereo not given)	i	i
CC12CN3CCN(C1)CC(C)(C3)C2=NO	i	i
COc1ccc(CN2CC=C(c3ccc(F)cc3)CC2)cc1Br	i	i
Cc1cc(C)n(CCOC(=O)C2C(C=C(Cl)Cl)C2(C)C)n1 (stereo not given)	i	i
CCCN1CC[C@@H]2c3cc(O)ccc3CC[C@@H]21	i	nt
CN1CCN(CCC(=O)OC2CC3CCC(C2)N3C)CC1 (stereo not given)	i	i
CN1CCC2(CC1)CC(NC=O)c1ccccc1O2 (stereo not given)	i	i
O=C(/C=C/c1ccc2c(c1)OCO2)c1c(O)n(CCc2ccccc2)c(=O)[nH]c1=O	i	i
CCCCn1c(=O)c(C(=O)NCc2ccc(Cl)cc2)c(O)c2ccccc21	i	i
COc1cccc(CNCCc2c[nH]c3ccccc23)c1	i	i
CN=C(SCc1cc2c(cc1Cl)OCO2)c1c(O)n(C)c(=O)n(C)c1=O	i	i
COc1ccc(CN2C(=O)NC(=O)/C(=C\c3ccco3)C2=O)cc1	i	i
COC(=O)c1ccccc1N=Cc1c(O)[nH]c(=S)[nH]c1=O	i	i
Cn1c(O)c(C(=O)c2ccccc2Cl)c(=O)n(C)c1=O	i	i
Cc1c(N=Cc2c(O)n(Cc3ccccc3)c(=O)[nH]c2=O)c(=O)n(-c2ccccc2)n1C	i	i
CCC(=NCc1ccco1)c1c(O)[nH]c(=O)[nH]c1=O	i	i
CCOP(=O)(/C=C(\Cl)c1ccccc1)C(O)c1ccc(F)cc1 (stereo not given)	i	i
CN(C)C1C(=O)C(C(N)=O)=C(O)C2(O)C(=O)C3=C(O)c4c(O)cccc4C(C)(O)C3CC12 (stereo not given)	i	i
COc1ccc(S(=O)(=O)NC(CC(=O)N2CCC3(CC2)OCCO3)c2ccco2)cc1 (stereo not given)	i	i
